# Pol iota inh: qHTS for Inhibitors of Polymerase Iota; Pol iota fluorescent replication assay, 10 min; Potency, µM (top dose mostly 115 µM), without a hit: at the top dose activity, negative = inhibition, most hits filed as inhibitors; 1% of 390,000 active; further: potency means the concentration at half of the fitted maximal effect
#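 Pol iota at 10 nM preincubated 15 min with compounds at room temperature; reaction started with fluorescent substrate, 50 nM final. Fluorescence read kinetically at 0 and 10 min; buffer-only wells as negative control.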
# APEX1 inh: qHTS Assay for Inhibitors of the Human Apurinic/apyrimidinic Endonuclease 1 (APE1); recombinant APE1, TAMRA/BHQ-2 abasic DNA cleavage fluorescence; Potency, µM (series often up to 65.8 µM), for the others: at the highest dose activity change, negative = inhibition, hits mostly inhibitors; 0.35% of 350,000 active;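 further: potency means the concentration at half of the fitted maximal effect; plate controls were vehicle for no effect and reference inhibitor for full effect; nearly all actives have a fitted effect of over 55% in size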
# Target sequence (P27695 whole entry, looked up): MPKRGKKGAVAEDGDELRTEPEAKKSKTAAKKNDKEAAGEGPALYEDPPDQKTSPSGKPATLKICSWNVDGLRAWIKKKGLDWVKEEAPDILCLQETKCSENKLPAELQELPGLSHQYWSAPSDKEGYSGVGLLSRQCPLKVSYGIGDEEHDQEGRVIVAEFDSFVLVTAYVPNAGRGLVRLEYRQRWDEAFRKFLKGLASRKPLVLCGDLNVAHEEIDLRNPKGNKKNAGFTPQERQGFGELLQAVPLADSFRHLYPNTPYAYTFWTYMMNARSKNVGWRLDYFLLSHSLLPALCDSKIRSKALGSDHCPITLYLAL
#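 Substrate: short duplex with […] THF abasic site, 5'-TAMRA and 3'-BHQ-2, 50 nM final. APE1 at 0.75 nM, preincubated 15 min RT with compound. Fluorescence increase from first to third read measured activity.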
# TRHR agonist: qHTS for Small Molecule Agonists and Allosteric Enhancers of Human TRH Receptor: Primary Screen for Agonists. Thyrotropin-releasing hormone receptor (Homo sapiens), P34981. TRHR cells, calcium flux fluo-8, FDSS agonist mode. activation, % at 2 µM. 0.18% of 360,000 active. AID 493084, 2011; in the data active means activation above about 30%; further: 0% is about no effect
#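 TRHR-expressing cells loaded with fluo-8 calcium dye; 23 nL library compound pin-transferred, kinetic FDSS fluorescence (Ex 480/Em 530) recorded about 180 s for agonist-induced calcium release, before a 10 nM TRH EC20 addition for potentiator mode.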
# Apoferritin bind: qHTS Assay for Identification of Novel General Anesthetics; Ferritin light chain (Equus caballus), P02791; apoferritin/1-aminoanthracene competitive binding, fluorescence; Potency, µM (highest dose often 77.5 µM), inactives show top-dose activity change, negative = displacement, actives largely listed as inhibitors; 0.074% of 350,000 active; AID 485281, 2010; further: potency means the concentration at half of the fitted maximal effect; on the % scale 0 is the no-effect control and ±100 the full control effect; nearly all actives have a fitted effect of over 20% in size
#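 Concentration-response curves derived by four-parameter Hill fitting of normalized fluorescence, where compounds displaced 1-AMA from 10 uM horse apoferritin following a brief 10 min room-temperature incubation; propofol titration acted as positive control.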
# POLB inh: qHTS Assay for Inhibitors of DNA Polymerase Beta. Pol beta primer extension/strand displacement, fluorescence kinetic. Potency, µM (highest dose often 114 µM), for inactives: at the highest dose activity change, negative = inhibition, hits mostly inhibitors. 1.3% of 340,000 active; further: potency means the concentration at half of the fitted maximal effect; on the % scale 0 is the no-effect control and ±100 the full control effect
#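 Pol beta (10 nM) was preincubated with compound for 15 min at room temperature. The reaction was then started with 50 nM substrate and read immediately and after a further 10 min at room temperature.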
# 12-LOX inh: Primary qHTS assay for inhibitors of human arachidonate 12S-lipoxygenase (ALOX12): Round 2 | AID 1671190, 2021 | Polyunsaturated fatty acid lipoxygenase ALOX12 (Homo sapiens), P18054 | Potency, µM (titrated, usually from 108 µM), for inactives: at the top dose activity change, negative = inhibition, hits mostly inhibitors | 1.1% of 580,000 active | purified 12hLO, xylenol orange hydroperoxide absorbance; further: potency means the concentration at half of the fitted maximal effect; on the % scale 0 is the no-effect control and ±100 the full control effect
# Target sequence (P18054 whole entry, looked up): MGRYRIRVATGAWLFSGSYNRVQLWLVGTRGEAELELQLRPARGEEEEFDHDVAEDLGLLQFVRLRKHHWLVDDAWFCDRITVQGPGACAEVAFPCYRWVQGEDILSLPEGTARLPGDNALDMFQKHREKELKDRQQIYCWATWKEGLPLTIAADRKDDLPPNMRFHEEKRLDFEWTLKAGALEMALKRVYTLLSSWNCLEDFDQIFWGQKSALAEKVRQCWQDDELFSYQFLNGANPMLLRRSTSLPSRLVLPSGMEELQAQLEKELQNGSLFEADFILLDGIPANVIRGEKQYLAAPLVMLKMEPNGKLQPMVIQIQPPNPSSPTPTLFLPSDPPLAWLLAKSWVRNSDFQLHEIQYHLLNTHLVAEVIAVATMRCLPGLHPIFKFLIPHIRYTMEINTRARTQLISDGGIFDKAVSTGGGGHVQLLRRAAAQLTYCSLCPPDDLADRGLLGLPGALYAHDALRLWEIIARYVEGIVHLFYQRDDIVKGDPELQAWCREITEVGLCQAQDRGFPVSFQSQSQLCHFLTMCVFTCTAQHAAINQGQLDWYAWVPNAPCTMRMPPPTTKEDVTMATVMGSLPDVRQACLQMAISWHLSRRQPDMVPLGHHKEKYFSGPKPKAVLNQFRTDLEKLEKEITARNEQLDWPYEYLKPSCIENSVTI
#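 Hydroperoxide product was detected by ferrous iron/xylenol orange as the 573 to 405 nm absorbance ratio. Arachidonic acid at 40 uM (final) was turned over for 30 min at room temperature by 150 nM human 12hLO, pH 7.0 Hepes buffer, after 15 min compound preincubation.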
# POLK inh: qHTS for Inhibitors of Polymerase Kappa; 0.53% of 400,000 active; AID 588579, 2011; purified Pol kappa, fluorescent DNA synthesis assay, 10 min; Potency, µM (top dose mostly 107 µM), for the others: at the top dose activity, negative = inhibition, most hits filed as inhibitors; further: potency means the concentration at half of the fitted maximal effect; on the % scale 0 is the no-effect control and ±100 the full control effect
#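 Here, compound and 10 nM enzyme are combined for 15 min at room temperature; adding 50 nM substrate (final) starts DNA synthesis, tracked by fluorescence at 0 and 10 min against buffer-only wells.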
# BLM helicase inh: qHTS Assay for Inhibitors of Bloom's syndrome helicase (BLM); recombinant BLM DNA unwinding, fluorescence dequenching; Potency, µM (titrated, usually from 56.1 µM), for the others: at the top dose activity change, negative = inhibition, most hits filed as inhibitors; 0.2% of 350,000 active;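 further: potency means the concentration at half of the fitted maximal effect; plate controls were vehicle for no effect and no enzyme for full effect; nearly all actives have a fitted effect of over 35% in size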
# ERG-DNA inh: qHTS for Small Molecule Inhibitors of the ERG Ets/DNA interaction | Transcriptional regulator ERG (Homo sapiens), P11308 | fluorescence polarization, His-ERG Ets domain / labelled DNA | Potency, µM (top dose mostly 76.9 µM), for inactives: at the highest dose FP activity, negative = inhibition, actives largely listed as inhibitors | 0.028% of 370,000 active; active means well fitted inhibition curve with a large enough effect in the polarisation, with a control signal flat; inconclusive means small, poorly fitted or top-dose-only effect, or effect the other way, or a change in a side signal; inactive means no such curve, though single readings can be large or run the other way; the % refers to the polarisation;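 further: polarization taken with two DNA probes labelled with fluorescein and Texas red; potency means the concentration at half of the fitted maximal effect; % of control where 0% means no effect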
#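 His-tagged ERG Ets domain (1 uM in the protein solution; 300mM KCl, 50mM Tris-HCl, 1mM EDTA, 1mM DTT, pH 7.5) received compound, then a probe mix of 5 nM fluorescein-DNA and 100nM Texas-615-DNA. Fluorescence polarization was read for both dyes.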
# Starred values were filed as active, the others as inactive; ? = inconclusive; . = not tested or not shown; [ ] = dose if it differs, or a comment. Unless noted, the call rests on the fitted dose curve; in most records, active means well fitted curve in the direction sought with a large enough effect; inconclusive means small, poorly fitted or top-dose-only effect, or another doubt; inactive means no such curve, though single readings can be large; an effect the other way counts as inactive or inconclusive. Some of the compounds tested, so the mix of outcomes need not match the whole.
SMILES,Pol iota inh,APEX1 inh,TRHR agonist,Apoferritin bind,POLB inh,12-LOX inh,POLK inh,BLM helicase inh,ERG-DNA inh
CCC1=Nc2cc(C(=O)NCc3ccco3)ccc2Sc2ccc(C)cc21,5.2%,-6.3%,-0.4,-20.1%,0.5%,-19.6%,-13.2%,-6.8%,-1.4%
C=CCn1c(SCC(=O)c2ccc(Cl)cc2)nnc1-c1ccc2c(c1)OCO2,55.1%[activator],22.4%,-0.2,?,-2.5%,-18.7%,-0.4%,2.9%,3.8%
COc1cc(NC(=O)C2CCN(S(=O)(=O)c3ccc(Cl)cc3)CC2)ccc1-n1cnnn1,15.1%,2.1%,-0.1,-13.3%,-19.4%,-16.2%,-3.4%,-6.0%,.
O=C(CSC1=NCCS1)Nc1nc(-c2ccccc2)cs1,27.7%,-8.0%,-0.5,-9.6%,16.3%,?,-12.6%,-12.7%,-8.8%
O=C(NCc1ccccc1Cl)C(=O)NCC1OCCN1S(=O)(=O)c1ccc(F)cc1 (stereo not drawn),1.2%,4.0%,-0.6,-14.6%,2.0%,-5.4%,-6.4%,-3.5%,0.4%
CCOc1cc2[nH]c(=S)n(CC3CCCN3CC)c(=O)c2cc1OCC (stereo not drawn),20.8%,0.3%,-1.1,-3.8%,-0.5%,-20.1%,0.0%,1.5%,-2.9%
Cc1cc(N2CCCC2)ccc1/C=C1\NC(=S)N(C)C1=O,?,-1.3%,63.5*,-11.0%,14.8%,?,?,-8.3%,32.2%[activator]
CCOc1ccc(OCC)c(Nc2cc(C)nc3ncnn23)c1,17.0%,-3.5%,-0.4,-5.6%,-17.4%,84.3%[activator],-24.5%,3.5%,7.9%
CC(C)(C)OC(=O)[C@H](Cc1ccccc1)NC(=O)c1nc[nH]c1C(=O)N1CCNCC1,1.1%,46.8%,.,.,.,-2.1%,9.7%,.,-4.7%
CCOC(=O)N1N=C(c2ccc(OC)cc2)CC1(O)C(F)(F)F (stereo not drawn),-5.5%,-0.9%,-0.2,-5.8%,1.5%,-3.9%,-9.5%,-2.5%,5.4%
Cc1ccc(CSC2=Nc3ccccc3C3=NC(=O)CN23)cc1,-2.4%,-10.6%,-0.5,-24.0%,1.4%,-16.7%,1.5%,-6.2%,-24.2%
COc1ccc([C@H]2CC(=O)C=C(c3cc(C)ccc3F)C2)cc1,8.7%,20.0%,0.5,.,.,-4.9%,-4.4%,.,-7.8%
CCN(Cc1ccccc1)S(=O)(=O)c1ccc2c(c1)CCCN2C(C)=O,15.0%,.,0.6,-1.4%,31.7%,?,-6.6%[60.1 µM],-2.4%,-1.2%
OCC1(Cc2ccc(Cl)cc2)CCN(Cc2ccc3nsnc3c2)CC1,38.7%[activator],-0.7%,1.8,-20.7%,-4.2%,?,-14.8%,-5.6%,-3.5%
CCCCOc1ccc(C(=O)NCC(=O)NCC(c2ccc(F)cc2)N2CCOCC2)cc1 (stereo not drawn),8.2%,-19.2%,0.9,.,.,9.7%,-14.0%,.,0.7%

# Single records (already shown). Screens in order: Pol iota inh	APEX1 inh	TRHR agonist	Apoferritin bind	POLB inh	12-LOX inh	POLK inh	BLM helicase inh	ERG-DNA inh
# CCOc1cc2[nH]c(=S)n(CC3CCCN3CC)c(=O)c2cc1OCC (stereo not drawn) reads 20.8%	0.3%	-1.1	-3.8%	-0.5%	-20.1%	0.0%	1.5%	-2.9%
# O=C(NCc1ccccc1Cl)C(=O)NCC1OCCN1S(=O)(=O)c1ccc(F)cc1 (stereo not drawn) reads 1.2%	4.0%	-0.6	-14.6%	2.0%	-5.4%	-6.4%	-3.5%	0.4%
# CCOc1ccc(OCC)c(Nc2cc(C)nc3ncnn23)c1 reads 17.0%	-3.5%	-0.4	-5.6%	-17.4%	84.3%[activator]	-24.5%	3.5%	7.9%
# CCN(Cc1ccccc1)S(=O)(=O)c1ccc2c(c1)CCCN2C(C)=O reads 15.0%	.	0.6	-1.4%	31.7%	?	-6.6%[60.1 µM]	-2.4%	-1.2%

# Next part.
SMILES,Pol iota inh,APEX1 inh,TRHR agonist,Apoferritin bind,POLB inh,12-LOX inh,POLK inh,BLM helicase inh,ERG-DNA inh
CCC(C)(C(=O)NC1CCCC1)N(C(=O)c1ccccn1)c1ccccc1 (stereo not drawn),20.2%,-0.5%,-0.6,-8.0%,51.6%,0.0%,-3.1%,-0.7%,5.8%
COc1ccccc1C(CNC(=O)c1cccc(S(=O)(=O)N2CCCc3ccccc32)c1)N(C)C (stereo not drawn),24.2%,.,.,.,.,-5.2%,-15.3%,.,-11.3%
COc1ccc(Cl)cc1NC(=S)NCCO,38.2%[activator],-0.2%,0.6,-1.0%,42.0%[activator],-20.8%,-14.2%,-4.9%,-1.6%
COc1cc(/C=N/NC(=O)c2cc(-c3ccc4c(c3)OCO4)n[nH]2)ccc1O,?,1.9%,-0.6,-2.8%,8.91µM*,-6.8%,79.4µM*,2.9%,?
O=C(CSc1nnc(-c2cccs2)o1)Oc1ccc(Cl)cc1,11.3%,.,0.4,-13.1%,-15.3%,-22.9%,-15.1%,-3.4%,-0.4%
Cc1ccc(Sc2cnn(-c3ccccc3)c(=O)c2Cl)cc1,?,-10.2%,-0.4,?,18.5%,458.4%[activator],0.8%,-7.3%,-0.6%
CC(=O)CCC(=O)N1CCC(n2nccc2NC(=O)c2ccccc2C)CC1,?,11.4%,-2.5,-2.5%,-0.3%,0.7%,-23.6%,2.7%,13.5%
CCn1c(=Nc2ccc(N3CCOCC3)cc2)ccc2ccccc21,10.4%,-0.8%,0.5,4.6%,1.9%,8.1%,-7.7%,1.4%,-0.6%
COc1ccc(-c2cc(N3CCCC3)n3ncnc3n2)cc1,11.9%,-6.1%,-1.1,-10.3%,-5.4%,4.8%,11.0%,-4.3%,2.8%
CS(=O)(=O)N1CCN(c2ccccc2NC(=O)c2cccs2)CC1,0.8%,-4.6%,2.4,-8.1%,-20.1%,0.0%,-2.2%,-0.7%,-4.6%
Cc1cccc(OCC(=O)OC(C)C(=O)Nc2ccc(Cl)cn2)c1 (stereo not drawn),26.8%,0.2%,-0.4,.,.,?,0.3%,.,-6.8%
NCCCn1c(C(=O)c2cc(Cl)c(N)c(Cl)c2)c2ccccc2[n+]1[O-],3.0%,2.4%,0.7,.,.,?,-10.1%,.,-0.6%
O=c1[nH]c(SCCOc2ccccc2)nc2ccccc12,19.7%,6.4%,-0.2,?,1.8%,-19.3%,5.1%,2.8%,-7.1%
CCOc1ccc(NC(=O)CSc2nnc(Cc3cccn3C)n2-c2ccc(F)cc2)cc1,5.6%,-4.6%,-0.3,-15.3%,5.9%,419.3%[activator],0.0%,-3.8%,1.9%
CC(C#CCN1CCCCC1)OCCOCc1ccccc1 (stereo not drawn),?,8.4%,1.2,-10.4%,2.5%,39.3%,3.5%,-1.2%,7.6%
Cn1c(=O)c2c(nc(CN3CCOCC3)n2Cc2ccccc2)n(C)c1=O,6.5%,.,.,.,.,-11.6%,-3.8%,.,-2.1%
CCOc1ccccc1CNC(=O)c1ccc(N2Cc3ccccc3Oc3ncccc32)s1,3.6%,.,0.1,103.1%[activator],-16.0%,-8.2%,-7.5%,-2.9%,-0.3%
CC(C)c1ccc2[nH]c3nc(SCC(=O)NC4CC4)nnc3c2c1,?,8.4%[12.4 µM],-0.1,-6.3%,40.2%,?,-22.1%,-0.5%,17.2%
S=C(NCCCc1ccccc1)Nc1ccc(Br)cc1,-14.2%,12.8%,1.2,-17.1%,-6.9%,?,-11.3%,-5.7%,-2.8%
CCOC(=O)c1c(-c2ccccc2)oc2ccc(OCC(O)CN(C)C)cc12 (stereo not drawn),25.9%,32.6%,1.8,-3.6%,-18.4%,-22.3%,1.4%,-4.2%,3.4%
Cc1nc(N)sc1N=Nc1c(C)n(C)n(-c2ccccc2)c1=O,35.7%[activator],4.2%,-0.3,-1.7%,28.5%,-19.2%,-15.5%,-0.4%,-0.6%
CCOc1ccc(NC(=O)Cn2c(=O)n(-c3cccc(OC)c3)c(=O)c3c4c(sc32)CCCC4)cc1,7.1%,.,-0.2,-1.4%,11.5%,-27.6%,0.8%,-1.1%,-8.0%
Cc1ccccc1C(=O)N1CCN(c2ccc(N3CCOCC3)nn2)CC1,-7.0%,23.9%,0.2,.,.,-21.4%,-7.3%,.,-1.8%
CCCCCCNC(=O)CCNC(=O)c1cc(OC)c(OC)c(OC)c1,16.4%,2.2%,0.4,-13.2%,43.1%,20.8%,-0.4%,-2.5%,12.9%
CC(C)N(Cc1cn(C)nc1-c1cccc(Cl)c1)CC1CCC(=O)N1 (stereo not drawn),-6.3%,3.8%,0.7,-5.1%,-2.0%,6.1%,3.9%,-0.7%,-6.7%
Cn1nnnc1SCC(=O)c1cccs1,33.5%[activator],3.6%,0.0,-21.8%,0.4%,-19.2%,3.6%,0.6%,0.5%
Cc1ccc(S(=O)(=O)NCC(=O)OCc2ccccc2)cc1,29.6%,23.5%,0.3,-13.8%,17.6%,-2.5%,8.2%,-1.0%,-19.2%
COc1ccc(-n2c(C)cc(C3=NNC(=NC4CC4)SC3)c2C)cc1,66.1%[activator],-9.4%,0.0,-21.5%,6.0%,?,6.0%,-5.5%,-1.8%
Cc1c(C(=O)Nc2ccc3c(c2)OCCO3)cnn1C,-3.3%,-4.5%[12.4 µM],-0.1,7.0%,50.1%,-29.3%,1.6%,1.9%,13.4%
Cc1ccc(NC(=S)NNC(=O)c2ccccc2O)c(C)c1,18.3%,10.7%,-0.4,-12.5%,21.0%,-9.7%,1.5%,0.5%,-18.7%
